# TCR activator: activates T cell receptor signaling; primary human leukocytes, anti-CD3, IL-2 HTRF, 48 h; Potency, µM (doses to about 9.22 µM), for the others: at the highest dose activation of IL-2 secretion, usual class: activators; 330,000 tested, under 10 active; AID 504894; further: % of control where 0% means no effect
#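 IL-2 release read by HTRF sandwich (Eu cryptate donor, d2 acceptor, 665 nm emission) after 48 hr exposure of primary human leukocytes to compound together with anti-CD3 beads in the absence of co-stimulatory signals.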
# TSHR antagonist: antagonists of human thyroid stimulating hormone receptor; TSHR-expressing cells, TSH-stimulated cAMP HTRF, 2 h; stronger effect = lower value; activity change, negative = inhibition, % at 11.5 µM; 330,000 compounds, 0.2% hits; P16473; AID 504810;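 active means activity change below a set negative limit, meaning inhibition stronger than a set level, cut at about -70% in these data; inconclusive means activity change between two set negative limits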; further: on the % scale 0 is the no-effect control and ±100 the full control effect
#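 TSHR-expressing cells, 200/well, pre-treated with compound, then stimulated with EC80 TSH (4nM final) for 2 hours at 37 deg C. cAMP measured by competitive HTRF: anti-cAMP cryptate antibody in lysis buffer plus cAMP-d2, read after 30 minutes at room temperature.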
# USP2a block: inhibitors of human ubiquitin-specific protease USP2a; Potency, µM (series often up to 38.3 µM), for inactives: at the top dose activity change, negative = inhibition, most hits filed as inhibitors; USP2 core, Ub-CHOP2 coupled fluorogenic reporter, 485/531; AID 463254; 330,000 compounds, 0.01% hits; O75604;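 further: potency means the concentration at half of the fitted maximal effect; plate controls were DMSO wells for no effect and full inhibition by NEM control for full effect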
# Target sequence (O75604 whole entry, looked up): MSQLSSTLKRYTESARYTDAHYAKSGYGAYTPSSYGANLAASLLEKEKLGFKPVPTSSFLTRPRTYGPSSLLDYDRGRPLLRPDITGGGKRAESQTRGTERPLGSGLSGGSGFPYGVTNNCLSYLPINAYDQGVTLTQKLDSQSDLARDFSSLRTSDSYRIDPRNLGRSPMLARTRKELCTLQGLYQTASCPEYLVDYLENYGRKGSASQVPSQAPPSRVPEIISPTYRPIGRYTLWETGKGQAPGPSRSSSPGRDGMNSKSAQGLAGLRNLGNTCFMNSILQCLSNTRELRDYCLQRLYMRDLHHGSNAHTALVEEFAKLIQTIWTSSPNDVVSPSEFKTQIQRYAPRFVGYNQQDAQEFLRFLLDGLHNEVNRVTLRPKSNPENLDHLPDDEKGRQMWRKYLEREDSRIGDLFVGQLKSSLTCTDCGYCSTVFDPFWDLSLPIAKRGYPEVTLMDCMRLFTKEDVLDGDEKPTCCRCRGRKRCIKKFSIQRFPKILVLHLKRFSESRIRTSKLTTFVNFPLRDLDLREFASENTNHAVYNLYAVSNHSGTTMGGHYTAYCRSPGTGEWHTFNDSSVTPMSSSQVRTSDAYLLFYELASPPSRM
#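 USP2 core (10nM final) preincubated 30min RT with compound in 20mM Tris-HCl pH 8.0, 2mM CaCl2, 2mM beta-mercaptoethanol, 0.05% CHAPS; 25nM Ub-CHOP2 plus 25nM reporter substrate added, fluorescence (Ex485/Em531) read after 60min.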
# Chronic BCR inh: inhibitors of chronic active B-cell receptor signaling; ABC-DLBCL IkBa-CBG/CBR reporter, luminescence ratio, 4 h; Potency, µM (titrated, usually from 46.1 µM), inactives show at the highest dose ratio change, negative = lower green/red ratio, usual class: inhibitors; 340,000 compounds, 0.05% hits; AID 493014; active means well fitted inhibition curve with a large enough effect in the signal ratio, with a control signal flat, not every such curve was filed as active; inconclusive means small, poorly fitted or top-dose-only effect, or effect the other way, or a change in a side signal; the % refers to the signal ratio;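 further: potency means the concentration at half of the fitted maximal effect; plate controls were basal doxycycline-induced cells for no effect and cells given 10 µM MG132 for full effect; MG132 reads +100%, hits lower the ratio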
#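 TMD8 human ABC-DLBCL cells with doxycycline-inducible IκBα–green luciferase fusion and unfused red luciferase, in 0.5% FBS medium; compounds up to 46 uM, 4 h at 37C. Green/red luminescence ratio, filter-overlap corrected, fitted to concentration-response curves.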
# B2AR arrestin: recruits beta-arrestin to the human beta2-adrenergic receptor; P07550; beta-arrestin recruitment to beta2AR, cell-based reporter; Potency, µM (doses to about 46.1 µM), without a hit: top-dose activation, most hits filed as activators; 330,000 compounds, 0.02% hits; AID 492947;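 further: potency means the concentration at half of the fitted maximal effect; 0% = DMSO controls and full agonism = EC100 isoproterenol or metaproterenol; nearly all actives have a fitted effect of over 65% in size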
# Tb PFK block: blocks T. brucei phosphofructokinase; Potency, µM (doses to about 57.5 µM), without a hit: at the top dose activity, negative = inhibition, most hits filed as inhibitors; 330,000 compounds, 0.17% hits; T. brucei PFK, ADP-Glo luminescence; O15648;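 further: potency means the concentration at half of the fitted maximal effect; 0% = uninhibited 1x PFK enzyme wells and -100% = no-enzyme wells; nearly all actives have a fitted effect of over 60% in size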
# Target sequence (O15648 whole entry, looked up): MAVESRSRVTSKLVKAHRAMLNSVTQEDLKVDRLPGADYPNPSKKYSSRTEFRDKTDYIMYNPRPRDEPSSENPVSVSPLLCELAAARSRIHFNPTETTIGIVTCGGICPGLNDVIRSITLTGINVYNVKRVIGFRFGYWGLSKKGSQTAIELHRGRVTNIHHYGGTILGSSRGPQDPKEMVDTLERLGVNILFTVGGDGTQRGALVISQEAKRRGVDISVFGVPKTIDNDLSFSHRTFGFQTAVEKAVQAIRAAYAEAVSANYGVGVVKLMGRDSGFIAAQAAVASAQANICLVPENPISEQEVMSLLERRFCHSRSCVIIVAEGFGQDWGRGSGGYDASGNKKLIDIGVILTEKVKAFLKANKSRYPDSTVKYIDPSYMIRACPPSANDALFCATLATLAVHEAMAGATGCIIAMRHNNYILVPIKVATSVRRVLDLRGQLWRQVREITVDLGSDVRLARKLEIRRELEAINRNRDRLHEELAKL
#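 Activity is normalized to no-enzyme wells (full inhibition) and 1.25 nM enzyme wells (no inhibition). Reaction: 0.5 mM F6P, 0.1 mM ATP, 45 min RT, ADP-Glo luminescence; concentration-response curves fitted and classed by quality.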
# uPA generation: inhibitors of cell surface uPA generation. cell surface uPA generation assay, qHTS. Potency, µM (top dose mostly 38.3 µM), without a hit: top-dose activity change, negative = inhibition, hits mostly inhibitors. 330,000 compounds, 0.31% hits. AID 540303; active means well fitted inhibition curve with a large enough effect; inconclusive means small, poorly fitted or top-dose-only effect; inactive means no such curve, though single readings can be large or run the other way; tested in mouse RAW 264.7 cells; further: potency means the concentration at half of the fitted maximal effect; on the % scale 0 is the no-effect control and ±100 the full control effect; nearly all actives have a fitted effect of over 55% in size
# PTAP TSG101 blk: blocks PTAP/TSG101 interaction to inhibit HIV-1 budding; Fluorescence polarization, FITC-PTAP peptide / Tsg101 binding; Potency, µM (highest dose often 115 µM), inactives show top-dose activity change, negative = inhibition, usual class: inhibitors; 340,000 tested, under 10 active; active means well fitted inhibition curve with a large enough effect in the main read-out, with a control signal flat, not every such curve was filed as active; inconclusive means small, poorly fitted or top-dose-only effect, or effect the other way, or a change in a side signal; inactive means no such curve, though single readings can be large or run the other way; further: potency means the concentration at half of the fitted maximal effect; % of control where 0% means no effect
#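 Tsg101 binding domain (10 uM final) was mixed with compound and a FITC-labeled PTAP peptide (50 nM final) in HEPES pH 7.5 buffer with NaCl, Tween 20, EDTA and TCEP; fluorescence polarization was read after 20 min at r.t.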
# Mito fusion yeast: inhibitors of mitochondrial division or activators of mitochondrial fusion. S. cerevisiae fusion-defective mutant growth rescue, CellTiterGlo 48 h. 320,000 compounds, 0.23% hits. Potency, µM (top dose mostly 46.1 µM), for inactives: top-dose growth rescue (activation), actives largely listed as activators;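 further: potency means the concentration at half of the fitted maximal effect; % of control where 0% means no effect; nearly all actives have a fitted effect of over 45% in size; temperature-sensitive fusion mutants such as fzo1-1 at 37 °C on non-fermentable ethanol glycerol medium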
#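 Read-out: ATP-based luminescence (CellTiterGlo, 10 min ambient) reporting growth of fusion-defective ts yeast after 48 hours at 37C on glycerol/ethanol YPEG medium in the presence of compound.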
# ELG1 repair inh: inhibitors of ELG1-dependent DNA repair in HEK293T cells; HEK293T ELG1-luciferase reporter, luminescence, 16 h; DNA damage induced by 5-fluorouridine; 330,000 compounds, 2.3% hits; Potency, µM (highest dose often 46.1 µM), for inactives: top-dose activity change, negative = inhibition, hits mostly inhibitors; further: potency means the concentration at half of the fitted maximal effect; on the % scale 0 is the no-effect control and ±100 the full control effect; nearly all actives have a fitted effect of over 55% in size
#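 Overnight (16 hr) co-exposure of 2,000 cells/well to 5-fluorouridine and compound at 37 °C preceded detection. Luciferase was quantified via ONE-Glo luminescence; loss of signal denotes inhibition.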
# Eya2 phos inh: Eya2 (human) phosphatase inhibition; Potency, µM (doses to about 76.9 µM), for inactives: top-dose activity, negative = inhibition, usual class: inhibitors; O00167; recombinant Eya2, OMFP fluorescence dephosphorylation (OMFP is methylfluorescein phosphate); 330,000 compounds, 0.006% hits; further: potency means the concentration at half of the fitted maximal effect; on the % scale 0 is the no-effect control and ±100 the full control effect
#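 Eya2 protein (added as 0.2 uM solution) was preincubated with compound for 10 min at ambient temperature in 50 mM HEPES pH 7.5, 50 mM NaCl, 5 uM MgCl2, 0.05% BSA, 1 mM DTT. OMFP (added at 50 uM) then reacted 10 min; fluorescence read at 485/525 nm.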
# Starred values were filed as active, the others as inactive; ? = inconclusive; / = not tested or not shown; [ ] = dose if it differs, or a comment. Unless noted, the call rests on the fitted dose curve; in most records, active means well fitted curve in the direction sought with a large enough effect; inconclusive means small, poorly fitted or top-dose-only effect, or another doubt; inactive means no such curve, though single readings can be large; an effect the other way counts as inactive or inconclusive. Compounds were not picked by outcome. Share with any hit: about 3%.
SMILES,TCR activator,TSHR antagonist,USP2a block,Chronic BCR inh,B2AR arrestin,Tb PFK block,uPA generation,PTAP TSG101 blk,Mito fusion yeast,ELG1 repair inh,Eya2 phos inh
O=C(CSc1ccc(-c2ccccc2)nn1)NCc1ccco1,-2%[46.1 µM],15,-4%,-5%,-0.1%,-2%,0%,-7%,-3%,16%,-16%
CC1CCN(c2nc3c(c(=O)[nH]c(=O)n3C)n2CCCc2ccccc2)CC1,6%,6,2%,7%,0.0%,-7%,-14%,-1%,21%,?,4%
O=C(Cn1nnc2ccccc21)c1ccccc1,-5%[46.1 µM],5,3%,-2%,-0.3%,0%,-3%,-1%,-4%,?,2%
COC(=O)c1ccc(C2C(Oc3ccccc3)C(=O)N2CCc2ccc(OC)c(OC)c2)cc1 (configuration not stated),-4%,7,-8%,0%,0.0%,0%,/,6%,5%,2%,-10%
Cc1ccc(-n2cc(CN3CCC(CO)(Cc4ccccc4)CC3)cn2)cc1,/,7,-1%,?,-0.6%,0%,/,/,-2%,3%,-1%
N#Cc1c(-c2ccc(F)cc2)cc(-c2cccs2)nc1SCC(=O)O,4%,-22,-4%,2%,0.3%,3%,-15%,-5%,8%,-17%,16%
Cc1ccn2c(/C=N/OCc3ccc(F)cc3)c(-c3ccc(Cl)cc3)nc2c1,-1%,6,-2%,-8%,-1.7%,3%,-4%,0%,-1%,-4%,5%
Cc1cc(NC(=O)COC(=O)CC2CCCC2)c([N+](=O)[O-])cc1C,1%,-18,1%,0%,-0.2%,-10%,-1%,-4%,3%,-1%,-1%
CCC(C)Nc1nc(OCC(F)(F)F)nc(OCC(F)(F)F)n1 (configuration not stated),-5%,-2,2%,-11%,3.7%,-5%,2%,-6%,2%,-5%,-17%
Cc1cc(C)c(C)c(S(=O)(=O)N2C(=S)NC(=O)C2CC(C)C)c1C (configuration not stated),1%,7,1%,?,0.2%,1%,2%,0%,11%,-12%,25%
CCc1nn2c(N3CCOCC3)cc(C)nc2c1-c1ccccc1,14%,-6,-3%,0%,-0.2%,0%,-1%,0%,-1%,3%,4%
CCOc1ccc(/C=N/n2nnnc2N)cc1OCC,-6%,20,3%,0%,0.2%,4%,?,-4%,2%,14%,-9%
COc1ccc(/C=C2/CCCC(C(=O)C(F)(F)F)=C2O)cc1OC,6%,1,0%,?,0.4%,-1%,-14%,0%,-6%,0%,-26%
CCc1ccc(OCC(=O)Nc2ncc3c(n2)CC(C)(C)CC3=O)cc1,/,-5,-1%,4%,-1.0%,0%,9%,1%,-5%,13%,-12%
O=C(COc1ccc(Cl)cc1)N1CCN(C(=O)c2ccccc2F)CC1,-2%,-8,1%,-4%,-0.7%,0%,-8%,3%,3%,-27%,12%
CCCc1nc2ccccc2c(C(=O)OCC(=O)NCc2ccco2)c1CC,2%,-5,-3%,-23%,3.6%,3%,/,-2%,6%,?,-9%
CC(C)C(C(=O)Nc1ncn[nH]1)N1C(=O)c2ccccc2C1=O (configuration not stated),-31%,2,4%,?,-0.6%,-1%,4%,1%,1%,12%,-12%
CCN1C(=O)[C@H]2[C@@H](c3ccc(-c4ccc(OC)cc4)cc3)N3CCCC[C@@]3(C(=O)OC)[C@H]2C1=O,-7%,-21,-4%,6%,0.2%,-9%,8%,-3%,?,-21%,-6%
Cn1c(-c2ccc(-c3ccccc3)cc2)c[nH]c1=S,-2%,-2,-2%,?,2.9%,-10%,-5%,0%,-3%,?,1%
Cc1nc2sc(C(c3ccccc3)N3CCN(C)CC3)c(O)n2n1 (configuration not stated),5%,6,1%,0%,0.1%,0%,19%,-1%,23%,4%,11%
COc1ccc(-n2nccc2-c2nn(-c3cccc(OC)c3)c(=O)n(C)c2=O)cc1,0%,6,0%,?,-0.1%,-3%,-3%,2%,1%,?,-20%
Cc1sc2nc(-c3ccccc3)[nH]c(=O)c2c1-c1ccccc1,5%[46.1 µM],-1,3%,6%,0.4%,?,/,/,-1%,22%,-3%
COc1ccc(/C=N/NC(=O)c2ccc(O)cc2)cc1CN1CCCc2ccccc21,-13%[46.1 µM],-8,-4%,?,3.6%,8%,-11%,-3%,17%,11%,-5%
COc1cc(C(=O)NCC(=O)N/N=C/c2ccc(-c3cccc([N+](=O)[O-])c3)o2)cc(OC)c1OC,-6%,-3,2%,-9%,-0.8%,2%,-9%,-4%,6%,?,-6%
O=C1CCC(C(=O)Nc2cc(C(F)(F)F)ccc2-n2cncn2)=NN1,6%,11,0%,-3%,0.1%,2%,4%,-1%,-1%,-7%,-10%
COc1ccc(/C=N\NC(=O)COc2ccccc2Cl)cc1Cn1nc(C)cc1C,-6%,-6,-2%,?,-1.1%,13%,0%,1%,0%,-1%,17%
O=C(COc1ccc([N+](=O)[O-])cc1)Nc1cccnc1,-1%,7,-1%,-6%,0.1%,-20%,2%,-1%,4%,4%,-4%
COc1ccc(C(=O)C2CCCN(Cc3cn[nH]c3-c3ccccc3)C2)cc1OC (configuration not stated),5%,8,1%,?,-0.8%,-8%,3%,1%,1%,-11%,1%
CCn1cc(C(=O)NCc2ccco2)c(=O)c2cc(S(=O)(=O)N3CCCCCC3)ccc21,0%,6,-11%,?,0.4%,2%,-9%,-8%,13%,4.6µM*,-21%
Nc1nc(Br)c2ccccc2c1-c1ccccc1,-3%,-22,0%,?,-0.2%,-7%,-9%,-4%,?,?,?

# Looked up above.
# TCR activator result of COc1ccc(/C=N/NC(=O)c2ccc(O)cc2)cc1CN1CCCc2ccccc21 : -13%[46.1 µM]
# TCR activator result of COc1cc(C(=O)NCC(=O)N/N=C/c2ccc(-c3cccc([N+](=O)[O-])c3)o2)cc(OC)c1OC : -6%
# uPA generation result of COc1ccc(C(=O)C2CCCN(Cc3cn[nH]c3-c3ccccc3)C2)cc1OC (configuration not stated) : 3%
# PTAP TSG101 blk result of CCn1cc(C(=O)NCc2ccco2)c(=O)c2cc(S(=O)(=O)N3CCCCCC3)ccc21 : -8%

# Carrying on.
SMILES,TCR activator,TSHR antagonist,USP2a block,Chronic BCR inh,B2AR arrestin,Tb PFK block,uPA generation,PTAP TSG101 blk,Mito fusion yeast,ELG1 repair inh,Eya2 phos inh
COc1ccc(S(=O)(=O)N2CC(O)CC2C(=O)OCC(=O)Nc2ccc(Cl)cn2)cc1 (configuration not stated),2%,-2,1%,12%,-0.1%,-10%,4%,1%,-1%,-1%,17%
CCOc1ccc(OCCn2nnc3ccccc3c2=O)cc1,4%,0,6%,-18%,-0.2%,-3%,/,-1%,7%,?,-10%
COc1cccc(-c2ccc(SCC(=O)c3ccccc3)nn2)c1,-2%,-3,-3%,?,0.2%,-3%,0%,1%,11%,?,9%
O=C(O)C1CC(=O)N(C2CCCCC2)C1c1ccccc1 (configuration not stated),2%,-8,2%,?,-0.9%,1%,4%,-1%,1%,-5%,14%
O=C(CSc1ncccn1)N1CCN(C(c2ccccc2)c2ccccc2)CC1,6%,2,2%,?,-0.1%,0%,-2%,0%,5%,?,0%
COc1cccc(C(c2c(NC(=O)c3ccco3)sc(C)c2C)N2CCOCC2)c1 (configuration not stated),0%,-27,5%,?,0.2%,-4%,-14%,-4%,?,25%,18%
COc1ccc(C(=O)OCC(=O)NCCN2C(=O)CSC2=O)cc1[N+](=O)[O-],-5%[46.1 µM],0,0%,?,-0.3%,0%,-2%,-4%,/,9%,3%
c1ccc(Oc2cccc(NC3=NCCC3)c2)cc1,-24%,9,2%,-1%,0.1%,-1%,11%,-11%,3%,7%,-3%

# 3 entries already listed, arranged by the number in Mito fusion yeast, high to low:
smiles,Mito fusion yeast
COc1cccc(-c2ccc(SCC(=O)c3ccccc3)nn2)c1,11%
c1ccc(Oc2cccc(NC3=NCCC3)c2)cc1,3%
O=C1CCC(C(=O)Nc2cc(C(F)(F)F)ccc2-n2cncn2)=NN1,-1%
